# cln2 rad14: NCI yeast anticancer drug screen, S. cerevisiae cln2 rad14 strain. growth inhibition, % at 50 µM. AID 165, 2004. hit rate 8.3% among 78,000;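 also: 0% = growth of vehicle-only cultures of the same strain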
#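 Relative to vehicle controls, growth inhibition of compound-treated cln2 rad14 yeast was recorded.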
# rad50: NCI yeast anticancer drug screen, S. cerevisiae rad50 strain. % growth inhibition at 50 µM. hit rate 10% among 79,000;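 also: 0% = growth of vehicle-only cultures of the same strain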
#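 Cells are treated with compound, grown, and their growth is then scored against vehicle-only cultures of the same repair-deficient yeast strain.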
# mlh1 rad18: NCI yeast anticancer drug screen, S. cerevisiae mlh1 rad18 strain; growth inhibition, % at 50 µM; hit rate 11% among 79,000; AID 175, 2004;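 also: 0% = growth of vehicle-only cultures of the same strain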
#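 A repair-deficient yeast strain is exposed to test compound, and growth is scored relative to vehicle-treated controls.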
# sgs1 mgt1: NCI yeast anticancer drug screen, S. cerevisiae sgs1 mgt1 strain; % growth inhibition at 50 µM; hit rate 10% among 78,000; AID 161, 2004;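 also: 0% = growth of vehicle-only cultures of the same strain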
#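 Genetically altered yeast, compound exposure, growth inhibition relative to vehicle.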
# yeast bub3: NCI yeast anticancer drug screen, S. cerevisiae bub3 mutant strain. growth inhibition, % at 50 µM. hit rate 9.9% among 78,000. AID 167, 2004;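 also: 0% = growth of vehicle-only cultures of the same strain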
#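 Whole-cell yeast assay. The mutant strain was incubated with compounds, and growth inhibition was determined by comparison with vehicle-treated cells.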
# mec2-1: NCI yeast anticancer drug screen, S. cerevisiae mec2-1 strain | hit rate 9% among 79,000 | % growth inhibition at 50 µM | AID 157, 2004;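 also: 0% = growth of vehicle-only cultures of the same strain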
#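 mec2-1 yeast strain, carrying an alteration in DNA damage repair or cell cycle control, was exposed to compounds; growth inhibition was measured relative to vehicle-treated controls.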
# Starred values were filed as active, the others as inactive; & = joins results of further samples. Rule as the data show it: active = growth inhibition above about 70%; inactive = the rest.
structure	cln2 rad14	rad50	mlh1 rad18	sgs1 mgt1	yeast bub3	mec2-1
Cc1cccc(/C=N/NC(=S)NCCc2ccccn2)n1	0.8	-17.4	-2.9	14.2	9.6	-33.8
CC(=O)OC1=C(Cl)CCc2ccccc21	-6.8	-14.9	10.7	-3.4	3.6	-22.1
CCc1ccccc1NC(=O)C(C#N)C1=C(Cl)C(=O)c2ccccc2C1=O (centres undefined)	50.9	97.2*	98.1*	97.3*	97.3*	98.7*
CCCCCCCCCCCCCC(=O)OCCCC	-142.9	-25.6	-7.3	-59.1	-52.0	-54.4
COc1cc(Nc2ccc(Oc3ccc(O)c(CN)c3)cc2)c2ncccc2c1	-33.8	45.8	43.5	46.1	-0.2	14.9
CCO/C(C)=N/n1c(C)nc2[nH]ncc2c1=O	-6.5	1.6	17.9	5.5	11.7	-10.8
CCOC(N)=C(C#N)C#N	21.4	12.6	11.8	3.5	23.1	15.1
Cc1ccc(SCCSc2ccc(C)cc2)cc1	-5.7	17.7	39.5	3.0	29.5	5.8
COc1c(CBr)c(CBr)c(OC)c2c1C(=O)c1ccccc1C2=O	41.0	87.2*	92.8*	86.7*	64.2	63.8
Cn1c(=O)c2nccnc2n(C)c1=O	-29.9	-22.9	5.5	3.1	9.2	-12.7
c1ccc(CCn2c(-c3ccncc3)nc3ccccc32)nc1	-42.3	23.3	28.1	21.8	-18.2	2.2
NC(CCC(=O)NC1(C(=O)O)C2CC3CC(C2)CC1C3)C(=O)O (centres undefined)	-18.0	6.0	4.8	-5.0	-4.4	-0.1

# Carrying on.
structure	cln2 rad14	rad50	mlh1 rad18	sgs1 mgt1	yeast bub3	mec2-1
CCCCCCCCCC1OCC(C)O1 (centres undefined)	4.0	53.0	61.2	73.2*	7.7	44.6
CN(C(=O)c1ccc(Cl)cc1)C(=S)N1CCN(c2ccccc2)CC1	61.2	80.3*	72.5*	79.0*	63.5	74.1*
O=C(O)Cc1ccccc1Cl	-23.9	24.4	17.9	6.5	14.8	32.1
CCC(C)OC(=O)C(O)c1ccccc1 (centres undefined)	19.1	3.0	12.1	-9.6	55.9	8.6
CN(C)C(=S)Oc1ccc(C(=O)O)cc1	-47.5	8.1	-7.0	-8.6	3.1	5.1
CC(C)(Br)C(=O)Nc1ccccc1	-23.1	10.9	18.3	-1.4	-0.5	12.4
COc1ccc(/C=C(/NC(=O)c2ccccc2)C(=O)Nc2ccccc2)cc1OC	50.5	3.3	29.3	-18.4	-8.2	16.1
O=C1OC(c2ccc3c(c2)OCO3)Sc2ccccc21 (centres undefined)	-2.5	30.1	25.8	23.4	68.3	9.8
CN1CCC(O)(/C=C\C2(O)CCN(C)CC2)CC1	-4.0	-10.9	-22.1	20.1	3.6	21.7
CC(=O)Oc1c(C)c(C(c2ccccc2)c2ccccc2)c(OC(C)=O)c2ccccc12	-16.1	-24.5	6.0	-15.3	3.9	6.0
CC(=O)Nc1cc2c(cc1Br)-c1ccc(Br)cc1C2	15.6	32.4	14.4	11.8	-2.5	8.4
O=C(O)C1(F)CC1(c1ccccc1)c1ccccc1 (centres undefined)	-38.2	-4.7	-7.8	14.5	5.6	9.7

# (continued)
structure	cln2 rad14	rad50	mlh1 rad18	sgs1 mgt1	yeast bub3	mec2-1
NNS(=O)(=O)c1ccc(Cl)cc1	-4.4&13.4	13.2&-3.5	7.0&-8.3	6.6&-5.5	9.8&22.9	2.5&-19.1
COC(=O)C(Cc1ccc(N(C)C)cc1)(NC(=O)c1ccccc1)P(=O)(OC)OC (centres undefined)	1.9	-17.8	-5.4	-28.2	4.4	10.8
O=c1cc(Cl)c(=O)n(-c2ccccc2)[nH]1	-14.6	3.5	2.7	-3.2	0.9	-4.8
CC1(C)CC(=O)c2c(oc3cc4c5c(oc4cc23)CC(C)(C)CC5=O)C1	-50.5	-14.3	-19.2	-15.9	-1.5	-7.0
O=C(O)C1=NN(c2cc(Cl)c(S(=O)(=O)O)cc2Cl)C(=O)C1	6.1	-33.2	-32.9	-14.1	-5.8	-45.1
N#CCC(=O)N/N=C(/CC1(O)C(=O)Nc2c(Cl)ccc(Cl)c21)c1ccco1 (centres undefined)	18.1	19.1	44.4	7.7	1.9	-5.8
CC(=O)Nc1ccc2c(c1)C(=O)c1cccc(F)c1-2	12.0	90.0*	45.9	51.2	12.2	25.8
COC1/C=C/OC2(C)Oc3c(C)c(O)c4c(O)c(c(C5SCCS5)c(O)c4c3C2=O)NC(=O)C(C)=C/C=C\C(C)C(O)C(C)C2OC(C)(C)OC(C1C)C2C (centres undefined)	15.6	2.1	38.0	22.8	14.4	33.0
CCOC(=O)c1ncn2c1[nH]c(=S)c1ccccc12	-0.9	-14.8	-2.0	-11.2	-17.9	-19.1
Cc1ccc(C)c(NC(=O)C(=O)C(C#N)c2c(Cl)cccc2Cl)c1 (centres undefined)	-24.4	-23.2	28.9	44.5	6.3	16.5
CC(C)CCC[C@@H](C)[C@H]1CC[C@H]2[C@@H]3CC=C4N5CCCN=C5CC[C@]4(C)[C@H]3CC[C@]12C	98.2*	98.0*	97.9*	98.5*	98.2*	98.7*
CC(CO)(CO)Nc1ncnc2ccccc12	-26.4	-4.5	9.7	-30.9	-36.9	-12.0

# Following part
structure	cln2 rad14	rad50	mlh1 rad18	sgs1 mgt1	yeast bub3	mec2-1
O=C(CC(=O)c1cccnc1)NC(=O)c1ccccc1	12.1&7.8	-34.5&-1.1	-1.9&-6.0	-4.0&-1.4	7.6&3.9	-22.1&-2.5
COc1ccc2ccccc2c1C(Cc1ccccc1)NCCO (centres undefined)	-5.0	-17.2	-2.8	-2.3	-0.6	-20.4
C/C=C(/C)C(C#N)(CCC)C(=O)OCC (centres undefined)	3.0	5.9	11.3	-8.7	-9.8	-12.4
Cc1nc(N)nc(-c2ccccc2)c1N=Nc1ccc(Cl)cc1	51.3	54.9	81.7*	23.9	88.2*	29.1
C=CCOCC(O)CO (centres undefined)	16.8	32.5	28.1	29.8	10.1	-3.9
N#CCCNC1CCCCC1	-14.3	3.0	-0.2	2.5	0.8	4.0
O=C(NC1CCC(CC2CCC(NC(=O)C34CC5CC(CC(C5)C3)C4)CC2)CC1)C12CC3CC(CC(C3)C1)C2 (centres undefined)	-6.2	-13.0	4.3	19.3	-1.9	7.6
CN(/N=C/c1ccccc1O)c1ccc2ccccc2n1	-26.8	-9.6	7.9	-31.4	-38.6	2.5
CC1=C(/C=C/C(C)=C/C=C/C(C)=C/C=C/C=C(C)/C=C/C=C(C)/C=C/C=C(C)/C=C/C=C(\C)C(=O)O)C(C)(C)CCC1	18.6	3.7	-2.1	-21.8	7.6	25.6
CCOC(=O)CSc1nc(-c2ccccc2)c(C#N)c(=O)[nH]1	13.2	3.0	-61.0	-5.4	2.6	1.2
Cc1cc([NH-])c([NH-])cc1C.[Cl][Pt+2][Cl]	-0.3	-2.9	-25.9	-0.1	-6.4	-6.4
CCN(CC)CCNc1ccc2ncn3c4c(OC)cccc4c(=O)c1c23	18.4	2.7	67.2	21.8	-46.8	-17.1

# An excerpt from above in order of number of heavy atoms, largest number first.
structure	cln2 rad14	rad50	mlh1 rad18	sgs1 mgt1	yeast bub3	mec2-1
O=C(NC1CCC(CC2CCC(NC(=O)C34CC5CC(CC(C5)C3)C4)CC2)CC1)C12CC3CC(CC(C3)C1)C2 (centres undefined)	-6.2	-13.0	4.3	19.3	-1.9	7.6
COc1ccc2ccccc2c1C(Cc1ccccc1)NCCO (centres undefined)	-5.0	-17.2	-2.8	-2.3	-0.6	-20.4
CCOC(=O)CSc1nc(-c2ccccc2)c(C#N)c(=O)[nH]1	13.2	3.0	-61.0	-5.4	2.6	1.2
O=C(CC(=O)c1cccnc1)NC(=O)c1ccccc1	12.1&7.8	-34.5&-1.1	-1.9&-6.0	-4.0&-1.4	7.6&3.9	-22.1&-2.5
Cc1cc([NH-])c([NH-])cc1C.[Cl][Pt+2][Cl]	-0.3	-2.9	-25.9	-0.1	-6.4	-6.4
N#CCCNC1CCCCC1	-14.3	3.0	-0.2	2.5	0.8	4.0

# Next entries:
structure	cln2 rad14	rad50	mlh1 rad18	sgs1 mgt1	yeast bub3	mec2-1
COC(=O)C(=O)C(C(=O)C(=O)Nc1cc(C)ccc1C)c1nc2ccccc2[nH]c1=O (centres undefined)	21.1	13.0	9.4	14.4	-13.7	-11.9
COc1cc2c(=O)[nH]c3cc(N)ccc3c2cc1N	-7.8	9.6	0.6	-4.2	-4.0	7.9
COc1cccc(C2c3cc4c(cc3OC(N3CCCCC3)C2C)OCO4)c1OC (centres undefined)	19.8	33.1	61.8	46.4	63.0	30.8
COc1cc(C2=NN(C)C(c3ccc([N+](=O)[O-])o3)C2)cc(OC)c1OC (centres undefined)	11.2	28.4	35.2	22.4	14.1	13.7
CN1CSC(=S)N(Cc2ccccc2)C1	21.2	73.6*	75.3*	86.6*	88.3*	87.8*
CN1CCc2ccccc2C(C(=O)c2ccc3c(c2)OCO3)C1=O (centres undefined)	10.1	24.8	39.3	6.2	25.4	2.5
C=C(Cl)[C@@](Cl)(CBr)CC[C@@H](Br)C(C)(C)Cl	13.8	19.9	-36.0	1.1	16.8	16.3
C/C(=C\CNc1nc(Cl)nc2nc[nH]c12)CO	3.6	-12.3	-8.4	-32.6	-0.4	-5.6
O=C(O)c1c2ccccc2nc2[nH]c(=O)[nH]c(=O)c12	-0.8&62.9	23.4&3.3	15.7&-1.9	24.3&-4.5	34.0&7.1	33.4&-5.0
C/C(=N/NC(=O)NN)c1cccc(O)c1	2.1	3.1	-19.2	-16.6	-4.5	-11.8
O=P(C(=S)NC1CC2C=CC1C2)(c1ccccc1)c1ccccc1 (centres undefined)	73.4*	48.0	86.7*	26.4	34.1	51.1
COc1ccccc1-n1c(=O)c(N=Nc2ccc(C)cc2)c(O)n(-c2ccccc2C)c1=S	-44.1	-34.8	-37.5	-17.9	0.0	-10.5

# Further compounds follow:
structure	cln2 rad14	rad50	mlh1 rad18	sgs1 mgt1	yeast bub3	mec2-1
CC(C)(CN1C(=O)C(Cl)=C(Cl)C1=O)CN1C(=O)C(Cl)=C(Cl)C1=O	-20.8	1.7	9.2	6.3	-5.8	-5.6
c1ccc(C2(c3ccccc3)SC2(c2ccccc2)c2ccccc2)cc1	-24.1	-13.9	-6.7	-11.1	2.1	-7.8
Nn1c(-c2ccccc2)n[nH]c1=O	25.9	18.7	9.4	16.5	3.2	-15.7
CCCN(CCC)C(=O)c1cccc(C)c1	-9.3	13.3	5.5	6.3	16.6	-7.7
COc1ccc(-n2c(=O)c(N=Nc3ccccc3Cl)c(O)n(-c3ccccc3OC)c2=S)cc1	-33.1	22.4	3.2	33.2	2.2	4.7
COc1cc2c(cc1OC)C(C1(O)CCCCC1)NCC2 (centres undefined)	9.4	-14.6	-42.0	-39.2	-29.1	-38.0
CC(=O)OCC1OC(n2c(C)c(C)c(C)c(C#N)c2=S)C(OC(C)=O)C(OC(C)=O)C1OC(C)=O (centres undefined)	-3.5	-23.4	-8.5	-8.1	-13.3	6.8
COc1ccc(C(c2ccc(N(Cc3ccccc3)Cc3ccccc3)cc2NC(C)=O)c2ccc(N(Cc3ccccc3)Cc3ccccc3)cc2NC(C)=O)cc1OC	-8.6	5.8	26.7	-19.9	-6.1	-5.2
COc1cc2c3c(n(C)c(=O)c2cc1OC)-c1cc2c(cc1C3=O)OCO2	53.3	8.3	-16.1	-1.5	-3.6	-15.2
O=[N+]([O-])c1cc(F)c(Sc2cc(Br)c([N+](=O)[O-])cc2F)cc1Br	43.5	8.8	19.9	3.0	28.9	9.6
NC(=O)C1C[C@@H](O)CN1C(=O)c1ccc2c(c1)OCO2 (some centres undefined)	6.5	-11.6	1.2	-24.6	3.0	-9.8
NS(=O)(=O)c1ccc(-n2cccc2)cc1	56.6	10.6	7.7	-1.6	23.5	-11.3

# Remaining list, next part.
structure	cln2 rad14	rad50	mlh1 rad18	sgs1 mgt1	yeast bub3	mec2-1
Nc1nc2n(O)cc(-c3ccccc3)nc-2c(=O)n1	-18.4	11.8	-2.0	-11.7	-13.0	-12.9
Cc1[nH]c(=O)[nH]c(=O)c1C(=O)N(CCO)Cc1ccccc1	7.7	-39.5	-15.9	-24.9	11.7	-21.4
CC1(C)CCC(=O)NC1CC(=O)CC1NC(=O)CCC1(C)C (centres undefined)	-32.6	3.8	-10.2	-31.3	-16.5	16.9
CC1=C(C)CS(=O)N(c2ccccc2)C1 (centres undefined)	-4.3	-11.8	-17.9	-5.2	-11.6	-8.4
CCC(C)C(C(=O)NOC(=O)c1ccccc1)/C(N)=N/OC(=O)c1ccccc1 (centres undefined)	99.5*	99.5*	98.9*	99.6*	99.4*	98.3*
CCN(CC)C1CS(=O)(=O)OC2=C1CCCc1ccccc12 (centres undefined)	38.3	49.5	15.9	32.9	15.8	35.6
CCCC(O)CNCc1ccc2ncccc2c1 (centres undefined)	-66.8	-20.4	-23.4	2.1	-4.3	-4.2
Cc1cccc(Cl)c1NC(=O)c1ccc(C(=O)Nc2c(C)cccc2Cl)cc1	4.0	-3.0	-12.1	5.2	2.6	-17.1
CC(=O)OC1CCC(C(C)C)CC1 (centres undefined)	-28.2	4.3	-13.1	-0.2	1.1	-3.0
